PLAP inhibition: inhibition of human placental alkaline phosphatase – biochemical, luminescence, HTS (AID 690). inhibition, % at 20 µM, or IC50 in µM where a hit was titrated. 0.08% of 96,000 active. purified PLAP, luminescent substrate; higher % means a stronger effect; in the data active = a potency from the dose series; inactive = the rest, 99 in 100 with inhibition below about 30%; note: strong numbers were not always called active
NFkB transloc inh: blocks IL-1B driven NFkB nuclear translocation in HUVEC cells; inhibition, % at 2 µM; AID 796; 0.43% of 94,000 active; HUVEC IL-1B NFkB p65 nuclear translocation imaging;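 active = inhibition above about 30% together with a positive call from visual inspection of the well image, limit read from the data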;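 note: nuclear over cytoplasmic p65 intensity ratio measured by imaging; 0% = IL-1B stimulated DMSO wells and 100% = unstimulated DMSO wells; values of inactives mirror those of a sister screen read the other way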
Bcl-B TR3 displacers: displacers of TR3 peptide from Bcl-B, primary screen, selectivity assay for Bfl-1 inhibitor project, biochemical, fluorescence polarization; FP displacement of FITC-TR3 peptide from Bcl-B; higher % means a stronger effect; displacement, % at 20 µM; hits with a dose series show IC50 in µM; 0.11% of 96,000 active; AID 748;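 active = displacement above 50% at 20 µM plus a fluorescence interference ratio under 1.5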;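 note: plate controls were wells without compound for no effect and wells lacking Bcl-B protein for full effect; a part of the inactive calls stands beside numbers as strong as those of hits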
IL1B NFkB pot: enhances IL-1B driven NFkB nuclear translocation | HUVEC IL-1B NFkB p65 nuclear translocation imaging | activation, % at 2 µM | 0.3% of 94,000 active | AID 819;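 active = activation above 40%, about the mean plus 3 SD, also judged a hit on visual image review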;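 note: percent activation is computed from the nuclear over cytoplasmic p65 intensity ratio; values of inactives mirror those of a sister screen read the other way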
MRP resist rev: reverses drug resistance mediated by MRP | differential viability (reversal), % at 10 µM | H69AR cells + 2 uM doxorubicin, CellTiter-Glo, 72 h | 0.04% of 85,000 active;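 active = viability drop by adding the cancer drug above about 55%, with treated viability meeting a 40% cutoff, limit read from the data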;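 note: viability without doxorubicin minus viability with 2 µM doxorubicin for each compound; larger differential means the compound sensitizes cells more to doxorubicin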
MRP resist rev cytotoxicity: further read-out of MRP resist rev, marked with its call; viability, %; H69AR cells, CellTiter-Glo, 72 h; measured here: cytotoxicity without doxorubicin
MRP resist rev with doxorubicin: further read-out of MRP resist rev, marked with its call; viability, %; measured here: viability with 2 uM doxorubicin; stronger effect = lower value
NFkB transloc inh cell count 2 µM: also measured in NFkB transloc inh; calls as there; cell count; measured here: cells passing quality filter;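 raw number of nuclei counted in each imaged well without normalization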
IL1B NFkB pot cell count 2 µM: further read-out of IL1B NFkB pot, marked with its call; cell count; measured here: cells passing quality filter
* marks the source's active call; other numbers are inactive results; / = no result given. The list is partial; the hit share may differ from the screen's.

molecule	PLAP inhibition	NFkB transloc inh	NFkB transloc inh cell count 2 µM	Bcl-B TR3 displacers	IL1B NFkB pot	IL1B NFkB pot cell count 2 µM	MRP resist rev	MRP resist rev cytotoxicity	MRP resist rev with doxorubicin
O=c1/c(=C/c2ccco2)sc2nc(-c3ccccc3Br)nn12	-116%	/	/	17%	/	/	-2	94	96
Cc1ccc(Nc2nc(N)nc(CN3CCN(c4ccccc4F)CC3)n2)cc1	-41%	18	67	-14%	-18	67	6	90	84
CCC(=O)N1CCN(C(=O)CC)C1c1ccccc1	-17%	-14	163	-7%	14	163	/	/	/
Cc1cc(C)n2cc(CSC3=NCCS3)nc2n1	-11%	-12	88	15%	12	88	3	98	95
O=C(Nc1ccccc1N1CCN(c2ccccc2)CC1)c1cccc(F)c1	18%	-10	73	-3%	10	73	7	110	103
CCC(C)[C@H](NC(=O)Nc1cccc(OC)c1)C(=O)OC (some centres not stated)	-11%	-6	144	5%	6	144	-9	96	106
Cc1ccc(/C=C/C(=O)c2c(C)nc3ccccn23)cc1	-1%	7	147	-10%	-7	147	/	/	/
N#C/C(=C1/CCCCCN1)c1nnc2n1CCCCC2	7%	-21	79	-5%	21	79	-6	80	86
O=C(COc1ccccc1)Nc1ccc(S(=O)(=O)NCc2ccco2)cc1	28%	-28	128	-4%	28	128	12	90	78
COC(=O)c1cc(-c2c(C)oc3cc(O)ccc3c2=O)c(C)o1	/	6	160	/	-6	160	/	/	/
O=C(NCC(c1cccnc1)N1CCN(c2ccc(F)cc2)CC1)c1ccc(F)cc1 (configuration not stated)	-46%	5	132	-3%	-5	132	7	89	82
O=C(CN1CCOCC1)Nc1c2c(nc3c1CCC3)CCC2	7%	14	105	-5%	-14	105	20	97	78
CCOC(=O)CSc1nnc(CNC(=O)c2cc(OC)c(OC)c(OC)c2)n1C	-19%	3	101	-19%	-3	101	1	113	111
COC1CCCCC1Nc1cc(C)cc(C)c1 (configuration not stated)	28%	/	/	13%	/	/	-9	90	99
Cc1cc(C)c2cc(CN(CCO)C(=O)Nc3ccc(Cl)cc3)c(=O)[nH]c2c1	16%	/	/	1%	/	/	-10	59	69
COC(=O)c1ccccc1OCCOc1ccccc1C(=O)OC	2%	-16	165	-3%	16	165	8	93	84
CCOC(=O)CSc1nc2cc(C(=O)NCC3CCCO3)ccc2c(=O)n1Cc1ccco1 (configuration not stated)	9%	15	84	3%	-15	84	21	107	85
CCOc1cc(C(=O)Nc2cccc3ncccc23)cc(OCC)c1OCC	-58%	-7	135	-5%	-10	43	11	94	84
CC(=O)Nc1c(C(=O)N2CCOCC2)cnn1-c1ccc(C)c(C)c1	0%	-6	179	-6%	6	179	-10	93	103
CC(=O)N(CC1CCCO1)C1(C(=O)NC2CCCC2)CCCCC1 (configuration not stated)	-20%	-16	144	13%	16	144	-2	83	85

Full records from above.
Results for O=C(Nc1ccccc1N1CCN(c2ccccc2)CC1)c1cccc(F)c1 : PLAP inhibition = 18%; NFkB transloc inh = -10; NFkB transloc inh cell count 2 µM = 73; Bcl-B TR3 displacers = -3%; IL1B NFkB pot = 10; IL1B NFkB pot cell count 2 µM = 73; MRP resist rev = 7; MRP resist rev cytotoxicity = 110; MRP resist rev with doxorubicin = 103
Results for CCOC(=O)CSc1nnc(CNC(=O)c2cc(OC)c(OC)c(OC)c2)n1C : PLAP inhibition = -19%; NFkB transloc inh = 3; NFkB transloc inh cell count 2 µM = 101; Bcl-B TR3 displacers = -19%; IL1B NFkB pot = -3; IL1B NFkB pot cell count 2 µM = 101; MRP resist rev = 1; MRP resist rev cytotoxicity = 113; MRP resist rev with doxorubicin = 111

Later entries
molecule	PLAP inhibition	NFkB transloc inh	NFkB transloc inh cell count 2 µM	Bcl-B TR3 displacers	IL1B NFkB pot	IL1B NFkB pot cell count 2 µM	MRP resist rev	MRP resist rev cytotoxicity	MRP resist rev with doxorubicin
Cc1ccc(NC(=O)N(C2CCCCC2)C(C)c2cccnc2)cc1C (configuration not stated)	-3%	-19	181	-8%	19	181	-6	79	85
CCCc1ccc(OCC(=O)NNC(=S)NC(=O)c2ccco2)cc1	-23%	-1	148	-11%	1	148	/	/	/
COc1ccc(NC(=O)C2C3C=CC(C3)C2C(=O)NCc2ccco2)c(OC)c1 (configuration not stated)	/	0	115	/	1	115	10	83	74
Cc1nnc2n(Cc3ccccc3)c(=O)c3c4c(sc3n12)CN(Cc1ccccc1)CC4	-61%	/	/	-1%	/	/	25	89	64
c1ccc(OCCCn2nnc(-c3ccc(N4CCOCC4)cc3)n2)cc1	-28%	-16	166	1%	16	166	-5	91	96
O=S(=O)(c1ccc(Nc2ccc3c(c2)OCO3)nc1)N1CCOCC1	-15%	-12	110	18%	12	110	3	92	89
Cc1c(NC(=O)c2cc3nc(-c4ccc(Cl)cc4)cc(C(F)(F)F)n3n2)c(=O)n(-c2ccccc2)n1C	/	-19	137	/	19	137	-24	18	42
CCSc1nc2ccccc2n1CC(=O)OC	1%	8	155	-6%	-8	155	-4	98	102
CCOc1ccc(NC(=O)Nc2nnc(CC)s2)cc1	12%	4	113	-5%	-4	113	-2	101	103
NC(CC(=O)OC1CCCCC1)C(=O)OC1CCCCC1 (configuration not stated)	-68%	-4	83	0%	3	83	17	102	85
O=S(=O)(NCC1CCCO1)c1ccc(S(=O)(=O)N2CCCC2)cc1 (configuration not stated)	-2%	2	169	-11%	-2	169	7	88	81
O=S(=O)(Nc1ccc(S(=O)(=O)N2CCCCC2)cc1)c1ccc(Br)s1	-39%	-14	159	2%	14	159	-14	77	91
Cc1ccc(S(=O)(=O)NCc2ccc(C(=O)N3CCN(Cc4ccccc4)CC3)cc2)cc1	-55%	0	145	-2%	-1	145	12	64	52
COc1cc(Nc2nc3ccccc3n3nnnc23)cc(OC)c1OC	-5%	0	59	-164%	0	59	-4	78	82
O=C(O)c1oc2ccc(Br)cc2c1-n1cccc1	-11%	-5	100	-6%	5	100	3	90	87
O=C(Nc1ccc2oc(-c3cccc(F)c3)nc2c1)c1ccccc1F	3%	-6	165	-5%	12	67	3	49	46
O=C(O)C1CC=CCC1C(=O)Nc1cccc(C(=O)N2CCCCC2)c1 (configuration not stated)	-23%	-23	140	-8%	23	140	16	99	83
CCOC(=O)c1ccc(Nc2nc(C)cc(C)c2C#N)cc1	24%	-4	127	1%	4	127	-1	84	85
CN(CCO)Cc1csc2ccc(Br)cc12	13%	-6	163	3%	6	163	/	/	/
CC(=O)Nc1ccc(S(=O)(=O)NC2(C(F)(F)F)NC(=O)N(C3CCCCC3)C2=O)cc1 (configuration not stated)	-55%	-1	188	1%	1	188	9	93	84
CC(=O)c1c(O)cc(=O)n(-c2ccccc2)c1-c1cccc2ccccc12	-15%	-9	171	-2%	9	171	/	/	/
Cc1c(Cl)cccc1-c1ccc(C(=O)N2CCN(c3ccc([N+](=O)[O-])cc3)CC2)o1	-28%	-3	103	-4%	3	103	/	/	/
CC1CCOC2(O1)C(=O)N(CN1CCN(c3cccc(Cl)c3)CC1)c1ccccc12 (configuration not stated)	-14%	0	191	-5%	0	191	-1	87	88
S=c1nc(-c2ccccc2)n(CCN2CCOCC2)c2c1CCCC2	2%	/	/	-5%	/	/	10	90	80
CN1CCN(C(=O)c2ccccc2NC(=O)c2cccs2)CC1	1%	4	146	0%	-4	146	3	102	99
COc1cccc(N2CCN(c3ccc(S(=O)(=O)N4CCCC4)cc3)CC2)c1	-4%	-26	153	9%	26	153	/	/	/
COc1ccc(C(=O)Nc2c(Cl)cc(Cl)cc2C(=O)NCc2ccco2)cc1	/	9	105	/	-9	105	-1	86	87
CC(C)COC(=O)Nc1nnc(SCc2ccccc2F)s1	-22%	-11	77	6%	11	77	-2	93	95
Cc1ccc(-c2nnc3c4ccccc4c(C)nn23)cc1NC(=O)c1ccco1	/	-2	167	/	2	167	19	109	90
CCCCCn1nc(C)c(/C=N\NC(=O)c2cc(C)oc2C)c1C	/	-28	133	/	28	133	8	81	72
COc1ccc(C2C(C(=O)Nc3ccccc3)=C(C)Nc3nc(CCCO)nn32)cc1 (configuration not stated)	-9%	4	120	-16%	-4	120	/	/	/
Cc1n[nH]c(C)c1N1C(=O)c2cccc3c(Br)ccc(c23)C1=O	/	8	111	/	-8	111	21	95	75
COCCNC(=O)c1ccc2snnc2c1	14%	16	170	-5%	-16	170	7	100	94
O=C(CCCc1cccs1)Nc1nc2c(s1)CCCC2	-17%	-5	136	-13%	5	136	-3	95	97
CCOc1ccc(CCNC(=O)C2CCCN(S(=O)(=O)c3c(C)n[nH]c3C)C2)cc1OCC (configuration not stated)	-49%	5	188	2%	-5	188	-7	77	84
CC(C)(C)c1ccc(C(=O)N/N=C/c2cccc(Cl)c2)cc1	5%	-13	175	-5%	13	175	/	/	/
O=C(O)c1cccc(S(=O)(=O)N2CCSCC2)c1	21%	1	194	-1%	-1	194	6	100	95
Cc1nc2ccc(S(=O)(=O)NCC(=O)N3CCN(c4ccccc4)CC3)cc2s1	-21%	8	99	14%	-8	99	-1	107	108
O=C(CN1CCOCC1)Nc1nc(-c2ccc3c(c2)CCN3S(=O)(=O)c2ccccc2)cs1	-101%	4	197	-14%	-4	197	0	79	79
Fc1ccc(-c2nc3ccncc3[nH]2)cc1	-18%	-1	185	20%	1	185	/	/	/
CC(C)n1nnnc1SCC(=O)N1CCOCC1	2%	/	/	2%	/	/	-1	99	100
COc1ccccc1-n1c(SC)nc(O)cc1=O	4%	5	173	1%	-5	173	11	109	98
O=C(O)CCCC(=O)Nc1ccn(-c2ccccc2)n1	3%	/	/	15%	/	/	7	90	83
O=C(CCNS(=O)(=O)c1cccc2nsnc12)N1CC(=O)N(CCc2ccccc2)C(=O)C1	3%	-5	84	2%	5	84	/	/	/
COc1ccc(C(c2nnnn2Cc2cccs2)N2CCN(c3ccccc3)CC2)cc1OC (configuration not stated)	-60%	-17	100	-13%	17	100	5	81	76
CCN1CCN(C(=O)CN(c2ccc(C)cc2)S(C)(=O)=O)CC1	8%	-15	56	-6%	15	56	14	98	84
CSc1ccccc1NC(=O)CSc1nnnn1-c1ccccc1SC	25%	-9	170	-6%	9	170	-12	76	88
O=C(Nc1ccccc1C(=O)NCc1ccco1)c1ccco1	-4%	-8	131	14%	8	131	2	83	81
O=C(CSc1ncnc2ccccc12)Nc1ccc(N2CCOCC2)cc1	17%	/	/	-4%	/	/	-17	76	93
C(=N\N1CCN(Cc2cccc3ccccc23)CC1)/c1cccnc1	-8%	-2	100	12%	2	100	/	/	/
Cc1ccc2nc3c(cc2c1)c(NC(=O)c1cccnc1)nn3C	33%	6	133	6%	-6	133	-4	65	69
CCOC(=O)c1c(C)nc2c(C)cccn12	-13%	18	75	1%	-18	75	17	95	78
CCNC(=O)c1c(NC(C)=O)sc2c1CCCC2	-21%	14	172	-3%	-15	172	32	95	63
Cc1nc(=O)cc(-c2ccccc2)n1-c1ccccc1	0%	-5	132	-5%	5	132	7	88	81
Cc1sc2ncnc(OCC(=O)N3CCN(S(=O)(=O)c4ccc(Cl)cc4)CC3)c2c1C	-61%	1	156	-9%	-1	156	7	84	77
CC(Sc1nnnn1C)C(=O)Nc1ccc(Oc2ccccc2)cc1 (configuration not stated)	-2%	-1	128	-8%	1	128	7	93	86
Cc1ccccc1C(=O)c1c[nH]c(C(N)=O)c1	4%	8	148	9%	-8	148	/	/	/
CCn1c2c(c3cc(OCC(C)C)ccc31)CCCC2=O	/	3	115	/	-3	115	10	96	86
O=c1[nH][nH]c(C(F)(F)F)c1C=NCc1ccc(Cl)cc1	-2%	-9	179	-5%	9	179	2	99	97
c1nc(N2CCOCC2)c2sc3nc(N4CCOCC4)c4c(c3c2n1)CCCC4	/	-11	147	/	11	147	-9	80	89
Cc1nn(-c2ccccc2)c(Oc2ccc(F)cc2)c1/C=N/n1cnnc1	-16%	7	91	-1%	-7	91	-1	68	69
C=CCNC(=O)C12CC3(C)CC(C)(CC(C)(C3)C1)C2	2%	-10	175	3%	10	175	-10	95	104

Source: PubChem (several laboratories)
